GPR7 antagonist – blocks human GPR7 receptor signaling. GPR7-expressing cells, fluorescence antagonist assay. 290,000 tested, 1.1% active. inhibition, % at 4.4 µM; in the data active means inhibition above about 16%, passing the limit was not always enough;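 further: cells stimulated with the agonist NPW; 0% = agonist with vehicle and 100% = vehicle without agonist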
MEKK2mut PB1 HTS – signal of MEK5 binding to mutant human MEKK2 PB1 domain; bead flow cytometry, Alexa488-MEK5 binding to MEKK2 mutant; percent response, % at 10 µM; 290,000 tested, 0.35% active; in the data active means percent response above about 24%, passing the limit was not always enough; further: inactives centre near 1; some results filed as inactive read as strong as hits; reference of the scale not given here
MEKK3 PB1 HTS – raises or lowers MEK5 binding to the human MEKK3 PB1 domain. bead-based flow cytometry, Alexa488-MEK5 binding to MEKK3; actives lie on both sides; 0 = blocked by unlabeled MEK5, 100 = vehicle. binding response (% of control), % at 10 µM. 290,000 tested, 1.4% active. AID 1529;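 active means binding response more than 3 SD above or below the average of its plate-row segment, actives on both sides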;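 further: Alexa488 bead fluorescence after subtracting the streptavidin-only scavenger bead signal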
PHOSPHO1 inh – blocks human PHOSPHO1 phosphatase activity | Q8TCT1 | recombinant PHOSPHO1, absorbance phosphatase assay | inhibition, % at 13.3 µM | 290,000 tested, 1.1% active | AID 1565; in the data active means inhibition above about 60%
Target sequence (Q8TCT1 whole entry, looked up): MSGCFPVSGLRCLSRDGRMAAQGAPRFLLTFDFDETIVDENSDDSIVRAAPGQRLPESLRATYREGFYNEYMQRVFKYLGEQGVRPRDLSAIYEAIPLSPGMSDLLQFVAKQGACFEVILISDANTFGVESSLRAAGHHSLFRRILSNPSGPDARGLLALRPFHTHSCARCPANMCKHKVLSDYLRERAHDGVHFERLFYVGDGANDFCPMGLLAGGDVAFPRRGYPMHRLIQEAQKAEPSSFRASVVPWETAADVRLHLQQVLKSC
GalR3 antag – blocks the human galanin receptor 3 | O60755 | HEK293 GalR3-CNG cAMP membrane potential fluorescence; galR3 body fused to GalR1 C-terminus | inhibition, % at 3 µM | 360,000 tested, 0.44% active | AID 651719;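 active means inhibition above the screen-wide average plus 3 SD, cut at about 13% in these data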;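 further: forskolin and galanin both at EC90 stimulate the cells; cAMP rise reported by CNG channel membrane potential dye signal; 0% = forskolin plus galanin with DMSO and 100% = forskolin alone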
Target sequence (O60755 1-299 limits assumed): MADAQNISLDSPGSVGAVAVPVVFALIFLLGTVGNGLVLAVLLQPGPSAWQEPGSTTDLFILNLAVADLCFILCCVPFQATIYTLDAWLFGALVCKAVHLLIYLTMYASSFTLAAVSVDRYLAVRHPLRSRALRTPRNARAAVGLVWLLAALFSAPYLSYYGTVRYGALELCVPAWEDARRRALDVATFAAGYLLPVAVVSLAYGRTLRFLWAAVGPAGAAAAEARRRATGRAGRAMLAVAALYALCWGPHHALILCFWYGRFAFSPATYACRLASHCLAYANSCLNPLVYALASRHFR
OXTR agonist – human OXTR agonism | P30559 | 320,000 tested, 0.32% active | activation, % at 3 µM | CHO-OTR cells, Fluo-8 calcium fluorescence; normalized: DMSO 0%, oxytocin 100%;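 active means activation above the mean of all tested compounds plus 3 SD, cutoff set per screening run, cut at about 20% in these data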;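 further: peak over basal fluorescence ratio from a 100 s FLIPR kinetic read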
NALP1 inh – NALP1 inhibition | inhibition, % at 10 µM | AID 2071 | 280,000 tested, 0.61% active | S. cerevisiae NALP1/ASC/caspase-1 growth, X-gal OD620, 72 h; in the data active means inhibition mostly above about 24%, no sharp cut-off; inactive means mostly below about 32%; further: some compounds called inactive have numbers as strong as hits
MEKK2 WT-MEK5 – raises or lowers MEK5 binding to wildtype human MEKK2 PB1 domain. bead flow cytometry, Alexa488-MEK5 binding to MEKK2 WT; actives lie on both sides. binding response (% of control), % at 10 µM. 290,000 tested, 1.1% active. AID 1531; in the data active means binding response below about 67% or above about 130%
V1R ag counter – activates human V1a receptor in oxytocin agonist counter-screen. CHO-V1R cells, Fluo-8 calcium fluorescence, agonist mode; 0% DMSO, 100% 3 nM vasopressin. activation, % at 3 µM. 320,000 tested, 0.25% active. AID 2797;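 active means activation above the mean activation of all tested compounds plus 3 SD, per screening run, cut at about 20% in these data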;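 further: signal is peak over basal fluorescence ratio across a 100 second FLIPR read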
Target sequence (P37288 whole entry, looked up): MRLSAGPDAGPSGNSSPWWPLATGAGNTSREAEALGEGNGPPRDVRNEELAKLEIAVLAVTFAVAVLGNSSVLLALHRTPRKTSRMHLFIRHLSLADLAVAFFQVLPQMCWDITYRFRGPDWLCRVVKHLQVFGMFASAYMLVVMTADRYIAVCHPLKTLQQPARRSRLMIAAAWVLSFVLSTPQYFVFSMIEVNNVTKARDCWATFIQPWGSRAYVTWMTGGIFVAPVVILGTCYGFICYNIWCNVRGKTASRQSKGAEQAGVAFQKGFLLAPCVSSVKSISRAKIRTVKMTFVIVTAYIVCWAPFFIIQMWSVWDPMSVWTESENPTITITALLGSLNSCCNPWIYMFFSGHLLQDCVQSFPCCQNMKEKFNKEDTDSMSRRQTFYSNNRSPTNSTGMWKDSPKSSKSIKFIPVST
* hit, by the source's call; x = not tested or not shown.

SMILES	GPR7 antagonist	MEKK2mut PB1 HTS	MEKK3 PB1 HTS	PHOSPHO1 inh	GalR3 antag	OXTR agonist	NALP1 inh	MEKK2 WT-MEK5	V1R ag counter
COC(=O)c1ccc(NC(=O)CSc2nncc3ccc(OC)c(OC)c23)cc1	1.8	-1.0	99.0	-8.7	-10.3	0.2	15.0	103.0	-0.7
O=[N+]([O-])c1ccccc1/C=N/Nc1nnc(-c2ccccc2)c(-c2ccccc2)n1	-8.3	-2.0	88.0	-14.7	-13.0	2.1	20.5	79.0	-0.4
CC(C)C(=O)NCCSc1c[nH]c2ccccc12	-11.9	3.0	99.0	-18.1	x	0.4	35.0	99.0	1.4
O=C(CCCn1c(=S)[nH]c2ccccc2c1=O)N1CCN(c2cccc(Cl)c2)CC1	-7.2	6.0	107.0	37.3	1.3	-0.3	17.9	101.0	0.1
Cc1ccc(-n2nc(C(=O)O)cc2-c2ccccc2Cl)cc1	-19.0	0.0	102.0	x	-9.4	1.1	2.5	99.0	0.4
COCCCNCCOCCOc1ccccc1-c1ccccc1	0.9	-4.0	88.0	1.5	-9.2	1.9	30.6	93.0	2.9
O=C1[C@@H]2Cc3c([nH]c4ccccc34)C(c3ccc([N+](=O)[O-])cc3)N2C(=O)CN1C1CC1 (some centres not stated)	-3.2	5.0	108.0	33.0	-11.7	2.0	20.3	103.0	1.8
O=C(NC(=S)Nc1cc(C(F)(F)F)ccc1N1CCOCC1)c1sc2ccccc2c1Cl	-1.8	0.0	103.0	-1.3	-4.0	-0.3	23.4	100.0	0.0
COc1ccc(NC(=O)c2oc3ccccc3c2NC(=O)c2ccc3c(c2)OCO3)cc1	-12.4	-4.0	94.0	21.1	-6.0	-0.2	21.1	95.0	1.0
CCN(CC)c1ccc(N=Cc2ccc([N+](=O)[O-])o2)cc1	-3.6	2.0	126.0	7.4	12.2	0.1	76.2*	98.0	-0.3
CCOC(=O)C(Cc1ccc(O)cc1)NC(=O)CNC(=O)C1CCCN1C(=O)OC(C)(C)C (configuration not stated)	-21.7	0.0	103.0	-9.7	1.1	-0.7	-5.4	104.0	0.9
CC(=O)Nc1ccc(NC(=O)CNS(=O)(=O)c2ccc(C)cc2)cc1	-0.9	-9.0	72.0	3.7	-4.2	1.2	25.1	70.0	0.2
COC(=O)c1ccc(OCCN2CCCCCC2)cc1	-7.6	2.0	99.0	18.0	-1.8	0.2	17.6	110.0	-0.1
CCOC(=O)N1CCN(C(=O)c2ccc3c(c2)sc2nc(-c4ccccc4)cn23)CC1	-4.4	4.0	103.0	35.4	-2.0	2.1	13.6	106.0	1.7
COC(=O)COc1ccc(Oc2cc(C)nc(SC)n2)nn1	-9.4	3.0	100.0	22.3	x	1.2	11.9	102.0	0.9
COc1cccc(-n2c(=S)[nH]c3c(oc4ccccc43)c2=O)c1	-6.9	7.0	105.0	-11.2	-0.5	-1.1	-42.9	105.0	1.9
CCOC(=O)c1[nH]ncc1CN1CCCC(C(=O)c2ccc(SC)cc2)C1 (configuration not stated)	-11.2	9.0	103.0	49.8	-1.2	-0.2	-1.7	113.0	2.0
CCCCC(O)(CCCC)C(=O)NN(C(=O)c1cccnc1Cl)c1ccccc1	14.5	-12.0	87.0	24.0	-4.3	-1.2	-19.9	91.0	-2.0
O=[N+]([O-])c1ccc(O)c(/C=N/n2cnnc2)c1	-8.0	1.0	84.0	3.4	-1.0	1.2	29.6	107.0	1.2
Cc1ccc(N=Cc2cc3c(cc2O)OC(N)=C(C#N)C3c2ccccc2)cc1 (configuration not stated)	-10.2	17.0	104.0	-3.4	-1.4	-0.8	20.8	107.0	0.5
CC(C)OC(=O)c1ccc(S(N)(=O)=O)o1	-8.9	0.0	116.0	-16.9	-5.5	-0.1	16.1	103.0	0.1
COc1ccc(C(=O)Nc2cc3c(oc2=O)CCCC3=O)cc1	-9.3	-1.0	102.0	28.5	0.6	0.5	-0.7	102.0	0.4
COc1ccc(OC)c(-n2nnnc2SCC(=O)Nc2ccc3c(c2)OCCO3)c1	6.1	4.0	107.0	-2.2	-9.8	9.8	7.3	105.0	5.5
C/C(=N\NC(=O)C1=NNC(=O)C1C)c1cccs1 (configuration not stated)	-1.8	-14.0	102.0	24.5	-2.5	0.1	-13.5	96.0	0.1
O=C(O)Cn1c(-c2ccccc2)cc2ccccc21	16.3	-11.0	97.0	13.9	-8.2	0.1	13.7	95.0	1.2
COc1ccc(/C(C#N)=C/c2c(-c3ccc(Cl)cc3)nc3c(C)cccn23)cc1	0.9	1.0	98.0	41.7	-2.0	2.2	-8.7	97.0	0.4
Cc1nccn1-c1ccc(C(F)(F)F)cc1NC=O	4.5	2.0	106.0	-33.3	-1.0	0.1	7.7	109.0	0.0
CN=C(C)/C(C(=O)OC)=C(/O)c1c(F)cccc1F	-12.2	7.0	105.0	-0.3	2.9	-1.1	32.2	106.0	0.2
O=C(NCC1CCCO1)C(c1cccs1)N(C(=O)c1ccc(-c2ccccc2)[nH]1)C1CCCC1 (configuration not stated)	13.8	-1.0	98.0	-6.8	0.9	0.0	15.8	96.0	0.4
CCCOc1ccc(NC(=O)C2CC(=O)N/C(=N/N=C(\C)CCc3ccc4c(c3)OCO4)S2)cc1 (configuration not stated)	-4.7	-1.0	98.0	-14.8	-4.0	0.1	20.5	93.0	-1.1

NALP1 inh, what is marked active above.
SMILES | GPR7 antagonist | MEKK2mut PB1 HTS | MEKK3 PB1 HTS | PHOSPHO1 inh | GalR3 antag | NALP1 inh | MEKK2 WT-MEK5
CCN(CC)c1ccc(N=Cc2ccc([N+](=O)[O-])o2)cc1 | -3.6 | 2.0 | 126.0 | 7.4 | 12.2 | 76.2* | 98.0

Returning to the listing, repeating the 4 entries before the break.
SMILES	GPR7 antagonist	MEKK2mut PB1 HTS	MEKK3 PB1 HTS	PHOSPHO1 inh	GalR3 antag	OXTR agonist	NALP1 inh	MEKK2 WT-MEK5	V1R ag counter
Cc1nccn1-c1ccc(C(F)(F)F)cc1NC=O	4.5	2.0	106.0	-33.3	-1.0	0.1	7.7	109.0	0.0
CN=C(C)/C(C(=O)OC)=C(/O)c1c(F)cccc1F	-12.2	7.0	105.0	-0.3	2.9	-1.1	32.2	106.0	0.2
O=C(NCC1CCCO1)C(c1cccs1)N(C(=O)c1ccc(-c2ccccc2)[nH]1)C1CCCC1 (configuration not stated)	13.8	-1.0	98.0	-6.8	0.9	0.0	15.8	96.0	0.4
CCCOc1ccc(NC(=O)C2CC(=O)N/C(=N/N=C(\C)CCc3ccc4c(c3)OCO4)S2)cc1 (configuration not stated)	-4.7	-1.0	98.0	-14.8	-4.0	0.1	20.5	93.0	-1.1
CCOC(=O)c1oc2ccc(S(=O)(=O)n3nc(-c4cc(OC)c(OC)c(OC)c4)cc3N)cc2c1C	-10.2	-10.0	100.0	-9.9	6.7	-2.2	0.7	91.0	-0.9
CCCN1C(=O)C2(SC(NC(C)=O)=NN2C(C)=O)c2cc(C)ccc21 (configuration not stated)	1.7	-8.0	97.0	54.3	-0.2	0.7	2.7	93.0	1.8
CC(C)CC(NC(=O)/C(=C\c1ccco1)NC(=O)c1ccco1)C(=O)O (configuration not stated)	-8.6	2.0	96.0	x	-8.0	0.6	x	95.0	1.8
Cc1ccc(Cn2nnc3c(=O)[nH]c(C4CCCN(C(=O)Nc5ccc(F)cc5)C4)nc32)cc1 (configuration not stated)	-8.2	1.0	105.0	-14.0	-5.7	0.7	5.7	96.0	0.8
CCOC(=O)C1(CCCc2ccccc2)CCN(C(=O)CCCn2cncn2)CC1	-2.3	-8.0	102.0	32.8	-6.3	1.4	1.9	94.0	1.4
O=C1CSC(c2ccc([N+](=O)[O-])cc2)N1c1ccccc1 (configuration not stated)	-4.1	2.0	103.0	44.2	-7.4	-1.0	7.2	101.0	0.1
O=C(N/C(=C\c1ccc(Br)cc1)C(=O)N1CCOCC1)c1ccco1	-5.0	-2.0	100.0	36.2	-9.4	1.2	-16.3	94.0	0.6
CCN(CC)C(=O)/C(=C/c1cccc([N+](=O)[O-])c1)NC(=O)c1ccco1	-6.2	4.0	101.0	2.0	-3.5	-0.9	-14.4	103.0	0.2
COc1ccccc1NC(=O)N1CCN(CCc2ccccc2)CC1	-3.9	-4.0	103.0	43.2	-4.4	-0.2	x	98.0	0.8
COc1ccccc1NC(=O)Cn1cc(C#N)c2ccccc21	-11.2	3.0	103.0	-2.1	4.3	1.4	-5.7	112.0	1.7

One compound at a time, as listed above. Order of screens: GPR7 antagonist | MEKK2mut PB1 HTS | MEKK3 PB1 HTS | PHOSPHO1 inh | GalR3 antag | OXTR agonist | NALP1 inh | MEKK2 WT-MEK5 | V1R ag counter
COc1ccccc1NC(=O)Cn1cc(C#N)c2ccccc21 is entered as -11.2 | 3.0 | 103.0 | -2.1 | 4.3 | 1.4 | -5.7 | 112.0 | 1.7
O=C1CSC(c2ccc([N+](=O)[O-])cc2)N1c1ccccc1 (configuration not stated) is entered as -4.1 | 2.0 | 103.0 | 44.2 | -7.4 | -1.0 | 7.2 | 101.0 | 0.1

The listing continues.
SMILES	GPR7 antagonist	MEKK2mut PB1 HTS	MEKK3 PB1 HTS	PHOSPHO1 inh	GalR3 antag	OXTR agonist	NALP1 inh	MEKK2 WT-MEK5	V1R ag counter
CCCCCCc1c(O)nc(SCCN2CCOCC2)[nH]c1=O	6.1	-1.0	99.0	67.6*	-3.9	1.0	-4.9	96.0	0.0
Cc1cc(NC(=O)CCC(=O)N(Cc2ccco2)C2(C(=O)NC3CCCC3)CCCCC2C)no1 (configuration not stated)	-1.8	-7.0	101.0	-4.1	-6.1	-0.4	-1.3	95.0	-0.2
Cc1ccc(-n2nc3c(c2NC(=O)c2ccc4c(c2)OCO4)CS(=O)C3)cc1 (configuration not stated)	-14.1	5.0	109.0	-0.7	-3.9	0.7	-9.2	115.0	0.6
COc1ccccc1/C=N/N1C(=O)c2cccc3cccc(c23)C1=O	0.0	3.0	102.0	-7.7	2.5	1.6	15.6	102.0	-0.1
COc1ccc(CNC(=O)C2CCCN(S(=O)(=O)c3ccc(F)cc3)C2)cc1 (configuration not stated)	1.8	-4.0	101.0	12.6	-4.2	1.0	8.5	101.0	3.7
COc1ccc(Br)cc1C1CC(=O)N2CN(Cc3ccccc3)CSC2=C1C#N (configuration not stated)	-11.3	10.0	106.0	23.9	x	-0.3	-4.3	110.0	0.3
COc1ccc(C2c3ccc(O)cc3Oc3ncn(CCCO)c(=N)c32)cc1 (configuration not stated)	3.2	1.0	99.0	-11.4	1.8	1.7	14.1	103.0	3.0
COc1ccccc1C1/C(=C(/O)c2ccc(Cl)cc2)C(=O)C(=O)N1CCN1CCOCC1 (configuration not stated)	-3.0	3.0	104.0	2.3	-0.6	-0.1	3.3	104.0	0.2
COc1ccc(Cl)cc1Nc1nc(-c2sc(NC(=O)C(C)(C)C)nc2C)cs1	1.5	2.0	103.0	101.1*	-2.3	-0.7	-33.8	105.0	0.5
CCCSCCCNC(=O)CN1C(=O)COc2ccc(S(=O)(=O)N3CCCC3)cc21	-16.8	2.0	104.0	18.5	0.3	-1.8	6.7	102.0	-0.2
CCC(Oc1ccccc1F)C(=O)Nc1ccc2c(c1)n(C)c(=O)n2C (configuration not stated)	-14.5	7.0	102.0	25.3	-8.7	x	13.6	109.0	x
C/C(=N\NC(=O)CSc1nc2ccccc2o1)c1ccc(O)cc1	-1.7	-5.0	101.0	8.3	-2.2	0.1	-9.9	93.0	0.4
C[n+]1nc(Nc2ccccc2)sc1-c1ccc(C(=O)O)cc1	x	0.0	98.0	25.1	x	x	x	104.0	x

Only V1R ag counter, for some of the entries so far:
molecule | V1R ag counter
Cc1cc(NC(=O)CCC(=O)N(Cc2ccco2)C2(C(=O)NC3CCCC3)CCCCC2C)no1 (configuration not stated) | -0.2
Cc1ccc(-n2nc3c(c2NC(=O)c2ccc4c(c2)OCO4)CS(=O)C3)cc1 (configuration not stated) | 0.6

High-throughput results: PubChem BioAssay, several laboratories
